Assay outcomes (PubChem BioAssay)
sPLA2-III inh = human group III sPLA2 inhibitors, primary screen, biochemical, QFRET, BODIPY PC-A2 liposome substrate; QFRET BODIPY PC-A2 liposome hydrolysis, fluorescence; inhibition, % at 12.2 µM; actives 0.56% (n = 370,000);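 active means inhibition above mean plus 3 SD of compounds lying within the high and low control bounds, cut at about 19% in these data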;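 further: 0% = median of test compound wells and 100% = no enzyme DMSO wells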
Target sequence (Q9NZ20 whole entry, looked up): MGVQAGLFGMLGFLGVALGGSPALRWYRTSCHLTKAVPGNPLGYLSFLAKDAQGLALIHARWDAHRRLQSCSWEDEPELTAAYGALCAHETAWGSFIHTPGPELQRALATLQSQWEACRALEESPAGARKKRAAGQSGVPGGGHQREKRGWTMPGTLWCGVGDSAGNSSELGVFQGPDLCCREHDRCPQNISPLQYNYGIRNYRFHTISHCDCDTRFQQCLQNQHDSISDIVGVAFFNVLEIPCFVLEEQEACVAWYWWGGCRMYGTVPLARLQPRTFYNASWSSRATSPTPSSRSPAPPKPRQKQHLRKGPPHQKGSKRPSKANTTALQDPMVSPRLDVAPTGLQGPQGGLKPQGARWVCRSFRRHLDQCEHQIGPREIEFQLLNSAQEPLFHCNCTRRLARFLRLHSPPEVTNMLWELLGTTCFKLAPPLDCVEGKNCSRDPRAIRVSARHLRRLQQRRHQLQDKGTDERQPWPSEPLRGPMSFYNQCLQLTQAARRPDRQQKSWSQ
NPR1 activator = GC-A stimulated cGMP production enhancers – HEK293 GC-A cells, cGMP TR-FRET, EC30 ANP, primary screen. Atrial natriuretic peptide receptor 1 (Homo sapiens), P16066. 0% at EC30 ANP, 100% saturating ANP. activation, % at 10 µM. actives 0.14% (n = 370,000). AID 1671463, 2021; in the data active means activation above about 40%
ASAP1 inh = inhibitors of human ASAP1 ArfGAP activity, primary screen, biochemical, fluorescence polarization; Arf-GAP with SH3 domain, ANK repeat and PH domain-containing protein 1 (Homo sapiens), …; inhibition, % at 16.5 µM; AID 624377, 2012; ASAP1-stimulated ARF1 GTP hydrolysis, GDP FP detection; actives 0.19% (n = 360,000); in the data active means inhibition above about 25%;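 further: 0% = vehicle with enzyme and substrate and 100% = no enzyme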
rCAG RNA binder = binders of r(CAG) RNA repeats, primary screen, biochemical, fluorescence; actives 1.3% (n = 370,000); r(CAG) RNA repeat, TO-PRO-1 dye displacement fluorescence; inhibition, % at 3 µM; AID 651821, 2012;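 active means inhibition above the plate cutoff, the mean of all test compounds on that plate plus 3 SD, cut at about 35% in these data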;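 further: 0% = DMSO alone and 100% = 100 µM mitoxantrone as full dye displacement; higher means more dye released from RNA so lower well fluorescence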
KLK7 zymogen act = proKLK7 zymogen activators, primary screen, biochemical, fluorescence intensity | Kallikrein-7 (Homo sapiens), P49862 | purified proKLK7, EDANS-DABCYL substrate fluorescence; 100% is mature enzyme control, 0% vehicle | activation, % at 7 µM | actives 0.9% (n = 370,000) | AID 652039, 2013;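 active means activation above the mean of all tested compounds plus 3 SD, computed per campaign excluding outliers beyond control limits, cut at about 13% in these data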
NPR2 activator = human GC-B receptor activators, primary screen, HEK293 GC-B cells, cGMP TR-FRET, EC30 CNP. Atrial natriuretic peptide receptor 2 (Homo sapiens), P20594. 0% at EC30 CNP, 100% saturating CNP. activation, % at 10 µM. actives 0.11% (n = 370,000). AID 1920062, 2024;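 active means activation at 10 µM reaching about 35% in either raw or pattern-adjusted values, limit read from the data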
ARFGAP1 inh = inhibitors of rat ARFGAP1 GAP activity, primary screen, biochemical, fluorescence polarization, GDP tracer; ADP-ribosylation factor GTPase-activating protein 1 (Rattus norvegicus), Q62848; actives 0.26% (n = 360,000); Arfgap1-stimulated ARF1 GTP hydrolysis, GDP FP detection; inhibition, % at 16.5 µM;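 active means inhibition above a per-plate limit, mean inhibition of low control wells plus 3 SD, cut at about 25% in these data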;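 further: 0% = DMSO wells with enzyme and 100% = wells lacking Arfgap1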
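System: truncated rat Arfgap1 GAP domain / Medium: HEPES-based buffer, pH 7.5 / Also added: N-terminally truncated human ARF1-GTP substrate / Incubation: enzyme reaction 120 min at 25 °C after 20 min preincubation / Measured by: FP of antibody-bound GDP Alexa 633 tracer, ex 620/em 688 nm / Replicates: singlicate, each compound tested once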
ADAM10 inh = human ADAM10 inhibitors, primary screen, biochemical, QFRET, HTS. Disintegrin and metalloproteinase domain-containing protein 10 (Homo sapiens), O14672. recombinant ADAM10, EDANS/DABCYL FRET peptide cleavage, 3 h. inhibition, % at 7 µM. actives 0.62% (n = 370,000);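 active means inhibition above a per-campaign cutoff equal to the mean of compounds falling between control-based bounds plus 3 SD, cut at about 20% in these data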;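 further: 0% = DMSO wells while the 100% control is not disclosed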
FXN GAA850 act = FXN promoter activators, primary screen, cell-based, luciferase luminescence, HEK293 lucGAA850. HEK293 lucGAA850 FXN promoter luciferase reporter, 24 h; percent of 10 µM SAHA response. activation, % at 6 µM. actives 0.56% (n = 360,000). AID 540364, 2011;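 active means activation above the average of all compounds screened plus 3 SD, cutoff fixed separately per campaign, cut at about 7.5% in these data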;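 further: 0% = DMSO wells and 100% = 10 µM SAHA wells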
DDE Tn6 FP inh = inhibitors of Tn6 peptide binding to fibrin DD(E), primary screen, biochemical, fluorescence polarization, human fibrin, Tn6 probe; AID 720509, 2013; actives 0.21% (n = 370,000); Fibrin DD(E) TRITC-Tn6 fluorescence polarization displacement; inhibition, % at 8.3 µM; Fibrinogen beta chain (Homo sapiens), P02675;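 active means inhibition above a per-campaign cutoff: mean of compounds within control limits plus 3 SD, cut at about 15% in these data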;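 further: 0% = median of all compound wells on the plate and 100% = blocking peptide control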
Target sequence (P02675 whole entry, looked up): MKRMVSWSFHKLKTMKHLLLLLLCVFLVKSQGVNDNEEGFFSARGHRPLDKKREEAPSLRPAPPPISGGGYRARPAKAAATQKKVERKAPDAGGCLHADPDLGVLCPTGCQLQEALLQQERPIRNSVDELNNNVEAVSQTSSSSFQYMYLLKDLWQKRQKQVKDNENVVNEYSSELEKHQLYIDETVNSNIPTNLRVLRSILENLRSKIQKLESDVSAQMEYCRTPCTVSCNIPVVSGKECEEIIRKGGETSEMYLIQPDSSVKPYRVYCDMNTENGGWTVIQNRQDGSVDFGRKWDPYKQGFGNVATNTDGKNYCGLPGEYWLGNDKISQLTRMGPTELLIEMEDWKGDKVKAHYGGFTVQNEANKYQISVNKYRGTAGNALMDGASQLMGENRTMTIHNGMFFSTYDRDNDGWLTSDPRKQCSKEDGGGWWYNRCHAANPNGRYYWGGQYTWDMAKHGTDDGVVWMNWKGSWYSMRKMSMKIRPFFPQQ
Active calls of the source: *; i = inactive; . = no result given.

SMILES | sPLA2-III inh | NPR1 activator | ASAP1 inh | rCAG RNA binder | KLK7 zymogen act | NPR2 activator | ARFGAP1 inh | ADAM10 inh | FXN GAA850 act | DDE Tn6 FP inh
CCOc1ccccc1Oc1coc2cc(OC(=O)N(C)C)ccc2c1=O | 12.8 | 1.7 | -11.3 | -1.0 | -0.4 | -2.6 | 2.9 | -10.2 | 1.5 | -5.3
C[C@]12CC[C@H]3C(CCC4(O)CC(O)CC[C@]34C=O)C1=CC[C@H]2c1ccc(=O)oc1 (some centres not stated) | -1.7 | -1.6 | 9.5 | -5.0 | -0.4 | -0.5 | -8.2 | -5.2 | -8.1 | -5.6
COC(=O)C1=C(c2ccc(F)cc2OCc2ccccc2)C[C@@H]2CC[C@H]1N2C(=O)N1CCCC1 | -3.5 | -6.3 | 6.2 | -6.1 | 0.1 | -9.9 | 5.8 | 0.9 | -2.8 | 7.2
c1ccc(CC2CCCCN2)cc1 (configuration not stated) | -2.7 | 0.6 | 2.6 | 1.3 | -0.1 | 2.4 | 5.3 | 0.0 | 1.0 | 4.1
CN1CCN(c2ccc(Cl)cc2N)CC1 | -0.7 | 2.2 | 4.0 | -1.5 | 0.5 | 3.9 | 9.1 | -8.6 | 1.2 | -7.7
CC(=Nc1ccccc1N)c1c(O)n(C)c(=O)[nH]c1=O | -2.9 | 0.3 | -6.9 | -2.2 | -0.6 | 3.6 | 4.5 | -13.6 | 5.5 | 0.5
c1ccc(CNC2CCCCCCC2)cc1 (tested in a mixture with another compound) | 0.5 | -6.2 | -0.7 | 3.4 | 0.5 | -7.5 | 5.4 | -12.1 | 0.1 | -0.2
CN1CCN(C(=O)COc2ccc(S(=O)(=O)NC3CCCCC3)cc2Cl)CC1 | -2.1 | 4.5 | 6.8 | -5.4 | -0.4 | -0.9 | 1.7 | -6.7 | 0.1 | 6.8
CC(=O)O/C(=C1\CC2C3CC=C4CC(OC(C)=O)CCC4(C)C3CCC2(C)C1=O)C(F)(F)F (configuration not stated) | -11.2 | 2.1 | -3.4 | 25.8 | -0.1 | -3.0 | -3.8 | -0.4 | -0.7 | -0.1
CCOc1ccc(-c2cc(C)[n+](CCO)c(-c3ccc(OCC)cc3)c2)cc1 | -2.9 | 7.8 | -9.2 | 6.3 | 94.2* | -1.9 | 15.4 | i | -0.1 | 6.1
COc1cccc(C2(C#N)CCN(C)CC2)c1 | 2.2 | -5.2 | -0.2 | -2.6 | -0.5 | 2.2 | -10.3 | -4.8 | 1.3 | -7.6
CC1CN=C(Nc2cccc3ccccc23)S1 (configuration not stated) | -2.0 | 0.2 | 11.1 | 5.9 | -0.7 | 9.3 | 9.4 | 2.3 | 2.5 | -2.3
CNC(=S)N/N=C1\C2CN3CCN(C2)CC1(c1ccccc1)C3 | 10.3 | 0.2 | -3.2 | -0.2 | -0.5 | -2.8 | 6.8 | -0.9 | 1.2 | 5.6
COC(=O)C1=C(C(=O)OC)SC2(S1)C(C(=O)OC)=C(C(=O)OC)Sc1c2ssc1=O | 16.4 | 43.0* | -1.0 | 10.9 | 2.7 | 65.1* | -7.2 | -14.3 | -11.3 | -9.0
CN(C)c1ccc(/C=C/C=C/c2sc3ccccc3[n+]2C)cc1 | 20.7* | -84.5 | 80.2* | 14.7 | -0.7 | -65.5 | 92.3* | 4.3 | -7.2 | 13.8
CNC(=O)Oc1cccc2c1OC(C)(C)O2 | 5.8 | 1.0 | -7.2 | -0.1 | 0.8 | 1.6 | -6.4 | -17.1 | -0.8 | 1.8
c1ccc(-c2ccc3c(c2)CNCc2cnnn2-3)cc1 | 8.6 | 0.2 | 4.8 | 1.2 | 0.4 | 3.7 | 14.1 | -13.0 | . | -5.3
CC(=O)O[C@@H]1CC[C@]2(C)C3CC[C@]4(C)C(=O)[C@H](O)CC4C3[C@@H](OC(C)=O)C[C@H]2C1 (some centres not stated) | -5.5 | -0.5 | 0.0 | -0.2 | 0.6 | 0.8 | 0.7 | -2.3 | -1.4 | -0.3
O=[N+]([O-])c1ccc(NCCCN2CCOCC2)c2ncccc12 | 2.3 | 1.6 | 5.2 | -0.8 | -0.1 | -1.0 | 1.7 | -6.7 | 1.7 | 4.1
COc1cc(/C=N/NP(=S)(c2ccccc2)c2ccccc2)ccc1O | -23.2 | -3.5 | -0.4 | 6.7 | -0.4 | -2.9 | 11.9 | 1.7 | -0.6 | 0.7
CC(C)CCCn1c(O)c(/C=C2/C=CC=N2)c(=O)[nH]c1=O | 10.1 | -5.5 | 0.6 | 2.9 | -0.8 | -2.0 | 4.4 | -0.8 | -2.4 | -2.9
COc1ccccc1CCNC1CCCC(C)C1 (configuration not stated) | 22.9* | -0.9 | 4.7 | 3.0 | 0.1 | -1.4 | -0.8 | 0.6 | 0.2 | 7.0
CN1CCN(c2ccc([N+](=O)[O-])c3no[n+]([O-])c23)CC1 | -36.7 | -2.7 | -6.6 | -207.0 | 3.0 | -3.4 | 8.3 | 1.5 | -14.6 | 0.0
NC(=O)c1ccsc1NC(=O)COC(=O)Cc1ccccc1 | -3.0 | -0.3 | -1.2 | 2.3 | -1.0 | 3.5 | 16.6 | 1.7 | 0.5 | 3.2
O=C(O)Cn1cc(C=C2C(=O)NC(=O)NC2=O)c2ccccc21 | -1.9 | -2.6 | -6.4 | 7.6 | 0.1 | -0.3 | 9.0 | -3.1 | 0.4 | 6.3
Clc1ccccc1CNC1CN2CCC1CC2 (configuration not stated) | 1.9 | -2.3 | -5.5 | 3.1 | 0.4 | -4.8 | 6.3 | 5.8 | 0.2 | -1.4
COc1ccccc1C(=O)C1CCCN(Cc2cnc(C)s2)C1 (configuration not stated) | -1.7 | 0.6 | -15.5 | -3.6 | 0.2 | 4.6 | 2.6 | -10.7 | 1.4 | 2.3
CCOc1ccc(NC(=O)c2c(C)nn(Cc3ccccc3)c2Cl)cc1 | 8.1 | 1.8 | 7.3 | -7.2 | 0.3 | -3.4 | 3.9 | -2.8 | -0.9 | -0.3
COC(=O)C1=C(c2cccc(OC)c2OC)C[C@@H]2CC[C@H]1N2C(=O)NCCCOC(C)C | 9.8 | -1.4 | -7.1 | -12.0 | 0.2 | 1.0 | -1.4 | -4.5 | 0.2 | -1.1
CCC(NC(=O)OC(C)(C)C)C(=O)Oc1cc(C)cc2oc(=O)c3c(c12)CCC3 (configuration not stated) | 3.6 | -6.8 | -9.3 | 0.2 | 0.8 | -2.8 | -8.5 | -17.4 | -1.5 | 0.5
O=P1(NCCCn2cc[n+](Cc3nc4ccccc4[nH]3)c2)C=C(c2ccccc2)OC(c2ccccc2)=C1 | -19.3 | -1.7 | -2.9 | 2.2 | 0.0 | -2.5 | 3.5 | 5.0 | 7.4 | 1.8
Cc1ccc(N2C(=O)CC(=O)NC2=O)cc1Cl | -10.2 | -0.1 | -3.6 | 21.9 | -0.3 | 1.2 | -6.4 | -6.0 | -0.9 | 1.6
Cc1ccc(-n2cc(CNC(C)Cc3cnccn3)c(-c3cccc(C)c3)n2)cc1 (configuration not stated) | -17.4 | -4.9 | 3.6 | -6.2 | -0.4 | -4.2 | 15.2 | 3.9 | -1.8 | 7.1
O=[N+]([O-])c1ccc(C[n+]2c(-c3ccccc3)cc(-c3ccccc3)cc2-c2ccccc2)cc1 | 1.6 | 2.2 | -0.1 | 7.1 | 0.8 | 3.0 | 12.9 | -351.7 | -0.8 | 3.7
CCOC(=O)N(CC)c1ccc(C(O)(C(=O)OCC)C(F)(F)F)cc1 (configuration not stated) | 1.9 | -0.4 | -6.5 | -4.3 | 0.1 | -4.5 | -8.4 | 8.8 | 0.3 | 0.7
Cc1nnc2ccc(-c3cccc(C(F)(F)F)c3)nn12 | -0.7 | 10.6 | 0.2 | 0.2 | 5.4 | -2.4 | -10.1 | -136.6 | -0.7 | -0.1
COC(=O)C1=C(c2ccc(OCc3ccccc3)cc2)C[C@@H]2CC[C@H]1N2C(=O)NCc1ccc(F)cc1 | 6.5 | -0.5 | 12.6 | 7.0 | 0.8 | -0.1 | -8.1 | 5.9 | -10.3 | 8.7
CCC(=NCCCN(CC)CC)c1c(O)n(-c2ccccc2)c(=O)[nH]c1=O | -0.6 | 6.1 | 4.0 | -3.1 | -0.4 | 1.6 | 12.8 | -1.5 | -1.1 | 3.9
CC(C)(C)NC(=O)C1CN=C(c2ccccc2)c2cc(Cl)ccc2N1C(=O)C1CCC1 (configuration not stated) | -1.7 | -22.4 | . | 3.1 | 0.2 | -20.6 | . | -3.5 | . | 0.8
CCOC(=O)c1c(-n2c(C)cc(C=C3C(=O)NC(=O)NC3=O)c2C)sc2c1CCCC2 | 4.3 | -5.6 | -4.5 | 3.1 | 0.7 | 4.1 | -14.4 | -10.4 | 0.6 | -0.9

Complete entries from above:
Cc1nnc2ccc(-c3cccc(C(F)(F)F)c3)nn12 across the screens: sPLA2-III inh: -0.7; NPR1 activator: 10.6; ASAP1 inh: 0.2; rCAG RNA binder: 0.2; KLK7 zymogen act: 5.4; NPR2 activator: -2.4; ARFGAP1 inh: -10.1; ADAM10 inh: -136.6; FXN GAA850 act: -0.7; DDE Tn6 FP inh: -0.1
O=[N+]([O-])c1ccc(C[n+]2c(-c3ccccc3)cc(-c3ccccc3)cc2-c2ccccc2)cc1 across the screens: sPLA2-III inh: 1.6; NPR1 activator: 2.2; ASAP1 inh: -0.1; rCAG RNA binder: 7.1; KLK7 zymogen act: 0.8; NPR2 activator: 3.0; ARFGAP1 inh: 12.9; ADAM10 inh: -351.7; FXN GAA850 act: -0.8; DDE Tn6 FP inh: 3.7

(list continues)
SMILES | sPLA2-III inh | NPR1 activator | ASAP1 inh | rCAG RNA binder | KLK7 zymogen act | NPR2 activator | ARFGAP1 inh | ADAM10 inh | FXN GAA850 act | DDE Tn6 FP inh
Cc1cc(C(=O)OCC(=O)Nc2ccccc2F)c(C)n1C1CC1 | 7.6 | -0.5 | -12.2 | 1.7 | 0.2 | -0.7 | 7.8 | -2.6 | 6.0 | 3.2
CCC1CCCCN1P(=O)(c1ccc(C)o1)C(C)(C)C (configuration not stated) | 7.0 | -6.0 | -13.6 | -7.1 | -0.2 | 1.0 | 5.2 | -8.8 | -1.2 | -2.1
CC(CCN1CC1)=NNC(=O)Nc1cccc2ccccc12 | -3.1 | 2.3 | 5.7 | 6.3 | -6.5 | -2.6 | 2.4 | -104.4 | -2.1 | -0.5
O=c1c2ccccc2nc(Cc2ccccc2)n1-c1ccccc1 | 2.4 | -17.0 | -6.2 | -4.5 | 0.1 | -7.6 | 6.6 | 1.0 | 5.8 | 2.8

Some of the compounds tested. The share of hits here may be higher or lower than overall.
